b-catenin transl – modulators of beta-catenin nuclear translocation | HeLa beta-catenin nuclear translocation, immunofluorescence imaging | nuclear translocation activity, % at 5 µM | 0.3% of 190,000 active | AID 1665;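 active means nuclear translocation activity above 50% at 5 µM, with a well cell count of 50 or more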;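 further: per-cell ratio of nuclear to cytoplasmic median beta-catenin stain intensity; plate controls were DMSO negative control for no effect and GSK-3 inhibitor IX positive control for full effect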
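test system = HeLa cells, endogenous beta-catenin | dosing = single 5 µM dose plus 0.02–20 µM confirmation series | times = compound treatment 24 h, 37°C, 5% CO2 | technique = beta-catenin immunofluorescence imaging with DAPI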
West Nile virus CPE – inhibition of WNV-induced cytopathic effect – cell-based, CPE readout (AID 1621) | West Nile virus-infected cells, CPE inhibition; higher % means a stronger effect | CPE inhibition, % at 10 µM; hits with a dose series show IC50 in µM | 0.02% of 290,000 active; in the data active means a potency from the dose series; further: strong numbers were not always called active
PhoP inhibition – inhibitors of PhoP regulon expression, primary screen, Salmonella Typhimurium, GFP reporter (AID 1863) | S. Typhimurium PhoP-regulated promoter GFP reporter, 4 h; higher % means a stronger effect | 0.16% of 300,000 active | inhibition, % at 50 µM, or IC50 in µM where a hit was titrated;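 active means inhibition over 29.93%, a cutoff 3 SD above the screen mean, later confirmed by dose response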;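 further: 0% = low Mg2+ inducing control and 100% = high Mg2+ repressing control; strong numbers were not always called active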
T cell HTS – T cell immune modulation candidate | 2C CD8+ T cell-vesicle binding, flow cytometry; hits give low values | calls only at 7 µM | 0.068% of 330,000 active | AID 2052;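 active means response, share of CD8 T cells binding vesicles, and their 90th percentile fluorescence all below set limits, cut at about 80% in these data, passing the limit was not always enough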
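System: murine 2C transgenic CD8+ T lymphocytes; also added: QL9-loaded Drosophila micro-vesicles; times: binding 1.5 h at 37 °C; measured by: flow cytometry, PE anti-B7-1 (FL2) versus Alexa647 anti-CD8 (FL8), PFA-fixed; control set: Peptide-free naked vesicles (low) and QL9 vesicles with 0.7% DMSO vehicle (high)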
Myeloid diff MLP – promotes myeloid progenitor differentiation. ER-HoxA9 myeloid progenitors, lysozyme-GFP differentiation, flow cytometry. calls only at 10 µM. 1% of 360,000 active;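 active means normalized GFP-positive differentiation at or above the plate's own cutoff, the solvent-only control mean plus 3 SD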;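 further: cells exposed to compound for four days before flow analysis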
RSV antiviral HEp-2 – RSV antiviral activity via CPE protection, HEp-2 cells, primary 10 µM value included (AID 2391); HEp-2 cells, RSV-induced CPE inhibition; higher % means a stronger effect; CPE inhibition, % at 10 µM, or IC50 in µM where a hit was titrated; 0.13% of 310,000 active; in the data active means a potency from the dose series; further: strong numbers were not always called active
WT yeast gro inh – growth inhibition of WT yeast, mitochondrial fusion screen; mitochondrial fusion phenotypic screen, WT strain; inhibition, % at 10 µM; 2.1% of 190,000 active; in the data active means inhibition above about 58%; tested in S. cerevisiae
Large T inhibition – TAg ATPase/helicase activity blockers – biochemical (AID 1903) | SV40 large T antigen ATPase/helicase inhibition assay; higher % means a stronger effect | 0.39% of 310,000 active | inhibition, % at 20 µM; hits with a dose series show IC50 in µM; in the data active means a potency from the dose series; further: strong numbers were not always called active
MgcRacGAP inhibition – MgcRacGAP GTPase-activating activity inhibitors, confirmation, biochemical, ADP Hunter fluorescence. 0.6% of 340,000 active. AID 624330. MgcRacGAP-stimulated Rac1 GTP hydrolysis, ADP Hunter fluorescence; higher % means a stronger effect; GST-tagged Rac1 F28L mutant substrate. one-dose inhibition, % at 30 µM; IC50 in µM for titrated hits;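 active means first-screen hits whose inhibition reached a set limit at any dose in the follow-up dose series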;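 further: fluorescence reports GDP produced by GAP-driven GTP hydrolysis; strong numbers were not always called active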
WT yeast gro inh mutant strain – recorded beside WT yeast gro inh, whose call it bears; inhibition, %; mitochondrial fusion phenotypic screen, mutant strain inhibition
b-catenin transl cell count 5 µM – further read-out of b-catenin transl, marked with its call; cell count; measured here: cell count, cytotoxicity flag
T cell HTS vesicle-bound % – further read-out of T cell HTS, marked with its call; double positive events, %; measured here: CD8+ vesicle-bound cell fraction;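 binding gate set so that unloaded-vesicle control wells show 10% double positive cells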
Myeloid diff MLP GFP+ MAC1+ % – further read-out of Myeloid diff MLP, marked with its call; GFP+ MAC1+ double positive, %; measured here: differentiation confirmed by MAC1 staining
* marks the source's active call; other numbers are inactive results.

Cc1nc2sc3c(c2c(=N)n1N)CCCC3 was read as b-catenin transl -1.7, West Nile virus CPE -0.4%, PhoP inhibition -10.3%, T cell HTS inactive, Myeloid diff MLP inactive, RSV antiviral HEp-2 0.4%, WT yeast gro inh 5.9, Large T inhibition 4.8%, MgcRacGAP inhibition 13.1%, WT yeast gro inh mutant strain 2.9, b-catenin transl cell count 5 µM 1016, T cell HTS vesicle-bound % 68.4 and Myeloid diff MLP GFP+ MAC1+ % 0.2.
Screening Cc1ccc(/C=C/C(=O)N2CCN(Cc3ccccc3)CC2)o1 returned b-catenin transl -0.6, West Nile virus CPE -0.9%, PhoP inhibition -10.2%, T cell HTS inactive, Myeloid diff MLP inactive, RSV antiviral HEp-2 2.2%, WT yeast gro inh -2.8, Large T inhibition 9.1%, MgcRacGAP inhibition 3.4%, WT yeast gro inh mutant strain -12.7, b-catenin transl cell count 5 µM 942, T cell HTS vesicle-bound % 39.2 and Myeloid diff MLP GFP+ MAC1+ % 0.3.
Screening CCC(C)(C)C1CCC2(CC1)NC(=O)N(CC(=O)NCCOc1ccccc1)C2=O (stereo unspecified) returned T cell HTS inactive, Myeloid diff MLP inactive, RSV antiviral HEp-2 0.6%, MgcRacGAP inhibition 2.7%, T cell HTS vesicle-bound % 33.0 and Myeloid diff MLP GFP+ MAC1+ % 0.4.
O=C(CN1C(=O)c2cccc3cccc(c23)C1=O)N1CCCCC1 was read as West Nile virus CPE -0.3%, PhoP inhibition 8.4%, T cell HTS inactive, Myeloid diff MLP inactive, RSV antiviral HEp-2 1.8%, WT yeast gro inh 10.0, Large T inhibition -1.5%, MgcRacGAP inhibition 12.1%, WT yeast gro inh mutant strain -0.1, T cell HTS vesicle-bound % 30.6 and Myeloid diff MLP GFP+ MAC1+ % 0.6.
`Cc1cccc(-n2cc(CN3CCN(Cc4nccn4C)CC3)c(-c3cccc(F)c3)n2)c1` gave b-catenin transl -2.9, West Nile virus CPE 0.1%, PhoP inhibition -7.7%, T cell HTS inactive, Myeloid diff MLP inactive, RSV antiviral HEp-2 -2.1%, WT yeast gro inh 86.1*, Large T inhibition 8.8%, MgcRacGAP inhibition 4.8%, WT yeast gro inh mutant strain 73.4*, b-catenin transl cell count 5 µM 1048, T cell HTS vesicle-bound % 48.4 and Myeloid diff MLP GFP+ MAC1+ % 0.4.
`O=C(O)c1ccc(NC(=O)C2CCCCC2)cc1` gave b-catenin transl -0.7, West Nile virus CPE 0.2%, PhoP inhibition -11.2%, T cell HTS inactive, Myeloid diff MLP inactive, RSV antiviral HEp-2 -0.4%, WT yeast gro inh -4.7, Large T inhibition 19.6%, MgcRacGAP inhibition 5.5%, WT yeast gro inh mutant strain -0.4, b-catenin transl cell count 5 µM 1045, T cell HTS vesicle-bound % 18.5 and Myeloid diff MLP GFP+ MAC1+ % 0.5.
`COc1ccc(C(=O)CC2SC(N)=NC2=O)cc1` (stereo unspecified) gave b-catenin transl -0.4, West Nile virus CPE 0.2%, PhoP inhibition -4.6%, T cell HTS inactive, Myeloid diff MLP inactive, RSV antiviral HEp-2 -0.3%, Large T inhibition 9.5%, MgcRacGAP inhibition 5.1%, b-catenin transl cell count 5 µM 1257, T cell HTS vesicle-bound % 22.4 and Myeloid diff MLP GFP+ MAC1+ % 0.6.
For COc1cc2c(cc1OC)C(C)N(C(=O)c1cccc([N+](=O)[O-])c1)CC2 (stereo unspecified) the results were b-catenin transl 0.2, West Nile virus CPE -0.5%, PhoP inhibition 2.9%, T cell HTS inactive, Myeloid diff MLP inactive, RSV antiviral HEp-2 0.6%, WT yeast gro inh 18.8, Large T inhibition -2.2%, MgcRacGAP inhibition 8.3%, WT yeast gro inh mutant strain 9.8, b-catenin transl cell count 5 µM 1027, T cell HTS vesicle-bound % 19.9 and Myeloid diff MLP GFP+ MAC1+ % 0.3.
Cc1ccc(NC(=O)CSCC(=O)N2CCN(c3cccc(C(F)(F)F)c3)CC2)cc1 was read as PhoP inhibition 3.4%, T cell HTS inactive, Myeloid diff MLP inactive, RSV antiviral HEp-2 1.4%, Large T inhibition -4.9%, MgcRacGAP inhibition 5.3%, T cell HTS vesicle-bound % 15.1 and Myeloid diff MLP GFP+ MAC1+ % 0.4.
`N#Cc1cnc(Oc2ccc(Cl)cc2)nc1N` gave West Nile virus CPE 0.4%, PhoP inhibition 19.2%, T cell HTS inactive, Myeloid diff MLP inactive, RSV antiviral HEp-2 0.7%, Large T inhibition 7.7%, MgcRacGAP inhibition 0.9%, T cell HTS vesicle-bound % 16.2 and Myeloid diff MLP GFP+ MAC1+ % 0.3.
Screening Cc1nn(C)c(Cl)c1CN1CCC(CO)(CC2CCCCO2)CC1 (stereo unspecified) returned b-catenin transl 0.8, West Nile virus CPE -1.3%, PhoP inhibition 9.6%, T cell HTS inactive, Myeloid diff MLP inactive, RSV antiviral HEp-2 0.1%, WT yeast gro inh 3.5, Large T inhibition 5.1%, MgcRacGAP inhibition 3.5%, WT yeast gro inh mutant strain -13.0, b-catenin transl cell count 5 µM 1510, T cell HTS vesicle-bound % 56.9 and Myeloid diff MLP GFP+ MAC1+ % 0.3.
Screening COc1ccc(Nc2nc(Nc3ccc(OC)cc3)nc(SC3=NCCS3)n2)cc1 returned West Nile virus CPE 0.1%, PhoP inhibition 6.8%, T cell HTS inactive, Myeloid diff MLP inactive, RSV antiviral HEp-2 14.2%, WT yeast gro inh 47.9, Large T inhibition 1.8%, MgcRacGAP inhibition 20.9%, WT yeast gro inh mutant strain 36.7, T cell HTS vesicle-bound % 38.1 and Myeloid diff MLP GFP+ MAC1+ % 0.5.
Screening Cc1ccc([N+](=O)[O-])cc1NC(=O)CCCOc1ccccc1 returned b-catenin transl 0.1, West Nile virus CPE 0.0%, PhoP inhibition 16.8%, T cell HTS inactive, Myeloid diff MLP inactive, RSV antiviral HEp-2 2.4%, WT yeast gro inh 6.9, Large T inhibition -3.2%, MgcRacGAP inhibition 7.7%, WT yeast gro inh mutant strain 2.4, b-catenin transl cell count 5 µM 1314, T cell HTS vesicle-bound % 49.8 and Myeloid diff MLP GFP+ MAC1+ % 1.9.
CCCN1C(=O)SC(CC(=O)Nc2ccc(Br)cc2)C1=O (stereo unspecified) was read as b-catenin transl -0.3, West Nile virus CPE -0.3%, PhoP inhibition 20.2%, T cell HTS inactive, Myeloid diff MLP inactive, RSV antiviral HEp-2 0.2%, WT yeast gro inh 14.7, Large T inhibition 2.2%, MgcRacGAP inhibition 6.4%, WT yeast gro inh mutant strain 7.6, b-catenin transl cell count 5 µM 1007, T cell HTS vesicle-bound % 41.6 and Myeloid diff MLP GFP+ MAC1+ % 0.0.
Screening Cc1cc(=O)n(C)c(=O)n1CCCCOc1cccc([N+](=O)[O-])c1 returned b-catenin transl 0.0, West Nile virus CPE -0.9%, PhoP inhibition -1.4%, T cell HTS inactive, Myeloid diff MLP inactive, RSV antiviral HEp-2 2.1%, WT yeast gro inh -1.7, Large T inhibition 5.9%, MgcRacGAP inhibition 6.2%, WT yeast gro inh mutant strain -17.2, b-catenin transl cell count 5 µM 1078, T cell HTS vesicle-bound % 56.2 and Myeloid diff MLP GFP+ MAC1+ % 0.4.
`COc1cccc(Cn2nnc(C(=O)NCc3ccc4c(c3)OCO4)c2N)c1` gave b-catenin transl -2.2, West Nile virus CPE -0.6%, PhoP inhibition -0.6%, T cell HTS inactive, Myeloid diff MLP inactive, RSV antiviral HEp-2 0.2%, WT yeast gro inh 10.4, Large T inhibition 7.5%, MgcRacGAP inhibition 12.0%, WT yeast gro inh mutant strain -1.0, b-catenin transl cell count 5 µM 1053, T cell HTS vesicle-bound % 61.1 and Myeloid diff MLP GFP+ MAC1+ % 0.2.
For COc1ccc(/C=C/C(=O)NC2CC3CCC2C3)cc1 (stereo unspecified) the results were West Nile virus CPE -0.5%, PhoP inhibition -5.3%, T cell HTS inactive, Myeloid diff MLP inactive, RSV antiviral HEp-2 2.2%, Large T inhibition 9.4%, MgcRacGAP inhibition 9.6%, T cell HTS vesicle-bound % 7.6 and Myeloid diff MLP GFP+ MAC1+ % 0.4.
Screening Cc1ccc(C(C(=O)NC2CCCC2)N(Cc2cccs2)C(=O)CNC(=O)c2cccs2)o1 (stereo unspecified) returned b-catenin transl -0.3, West Nile virus CPE -1.2%, PhoP inhibition 0.5%, T cell HTS inactive, Myeloid diff MLP inactive, RSV antiviral HEp-2 1.1%, WT yeast gro inh 4.8, Large T inhibition 13.8%, MgcRacGAP inhibition 5.8%, WT yeast gro inh mutant strain 1.7, b-catenin transl cell count 5 µM 815, T cell HTS vesicle-bound % 41.0 and Myeloid diff MLP GFP+ MAC1+ % 1.2.
O=C(Nc1ccccc1)c1ccc(NCc2cccnc2)c(S(=O)(=O)N2CCOCC2)c1 was read as b-catenin transl -0.8, West Nile virus CPE -0.9%, PhoP inhibition 2.0%, T cell HTS inactive, Myeloid diff MLP inactive, RSV antiviral HEp-2 -0.8%, WT yeast gro inh 12.8, Large T inhibition 6.5%, MgcRacGAP inhibition 16.1%, WT yeast gro inh mutant strain 15.4, b-catenin transl cell count 5 µM 1005, T cell HTS vesicle-bound % 51.3 and Myeloid diff MLP GFP+ MAC1+ % 0.6.
COc1ccc(-c2csc3ncnc(N4CCN(S(=O)(=O)c5cccc(C(F)(F)F)c5)CC4)c23)cc1 was read as PhoP inhibition 0.7%, T cell HTS inactive, Myeloid diff MLP inactive, RSV antiviral HEp-2 1.0%, Large T inhibition 7.8%, MgcRacGAP inhibition 3.4%, T cell HTS vesicle-bound % 52.9 and Myeloid diff MLP GFP+ MAC1+ % 0.9.
Cc1c(OC(C)C(=O)NCC2CCC(C(=O)O)CC2)ccc2c(-c3ccccc3)cc(=O)oc12 (stereo unspecified) was read as West Nile virus CPE -0.4%, T cell HTS inactive, Myeloid diff MLP inactive, RSV antiviral HEp-2 2.3%, MgcRacGAP inhibition 2.1%, T cell HTS vesicle-bound % 33.3 and Myeloid diff MLP GFP+ MAC1+ % 2.1.

High-throughput results: PubChem BioAssay, several laboratories
